GLS inhibitor = glutaminase GLS (human) inhibition | O94925 | GLS enzymatic activity, qHTS titration | Potency, µM (doses to about 45.5 µM), for the others: top-dose activity change, negative = inhibition, hits mostly inhibitors | 410,000 compounds, 0.21% hits | AID 624170; also: % is scaled to controls: 0 for no effect and ±100 for the full control effect
Target sequence (O94925 whole entry, looked up): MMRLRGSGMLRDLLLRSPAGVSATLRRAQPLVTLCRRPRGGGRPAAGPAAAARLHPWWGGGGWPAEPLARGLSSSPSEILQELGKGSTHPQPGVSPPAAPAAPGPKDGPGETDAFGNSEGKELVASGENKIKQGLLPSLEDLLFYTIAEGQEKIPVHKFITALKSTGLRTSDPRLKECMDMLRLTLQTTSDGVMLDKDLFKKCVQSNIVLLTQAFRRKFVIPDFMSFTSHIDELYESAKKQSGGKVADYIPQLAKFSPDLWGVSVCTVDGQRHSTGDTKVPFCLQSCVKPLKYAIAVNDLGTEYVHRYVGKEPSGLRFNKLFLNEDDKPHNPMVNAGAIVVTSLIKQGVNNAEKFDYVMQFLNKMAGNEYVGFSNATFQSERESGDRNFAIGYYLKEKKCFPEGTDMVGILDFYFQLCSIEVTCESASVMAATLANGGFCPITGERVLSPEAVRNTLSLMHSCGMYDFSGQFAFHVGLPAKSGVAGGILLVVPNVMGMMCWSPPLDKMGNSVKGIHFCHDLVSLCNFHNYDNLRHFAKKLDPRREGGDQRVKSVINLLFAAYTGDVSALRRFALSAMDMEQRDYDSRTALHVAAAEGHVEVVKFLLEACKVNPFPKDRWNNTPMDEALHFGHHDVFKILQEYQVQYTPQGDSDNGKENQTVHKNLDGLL
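hKGA in 45 mM KH2PO4 (pH 8.2), 0.02% Tween-20 with compound, then 1mM L-Glutamine (stock as added) plus glutamate oxidase/HRP/Amplex red coupling mix. Fluorescence read initially and after 30 min at RT; signal change reflects glutamate formation.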
HP1b chromo inh = inhibitors of HP1-beta chromodomain binding to methylated histone tails; P83916; AlphaScreen HP1-beta / biotin-H3K9me3 peptide binding; Potency, µM (highest dose often 114 µM), inactives show top-dose activity change, negative = inhibition, most hits filed as inhibitors; 390,000 compounds, 0.56% hits; also: nearly all actives have a fitted effect of over 70% in size; inactives centre near 23
Target sequence (P83916 whole entry, looked up): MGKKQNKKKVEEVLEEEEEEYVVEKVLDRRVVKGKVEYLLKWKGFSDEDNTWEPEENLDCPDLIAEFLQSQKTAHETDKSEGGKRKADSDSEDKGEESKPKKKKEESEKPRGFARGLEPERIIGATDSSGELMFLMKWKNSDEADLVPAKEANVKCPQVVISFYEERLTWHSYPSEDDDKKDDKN
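Compound inhibition of the preformed complex between 50 nM HP1-beta and 50 nM biotinylated H3K9me3 peptide was read by AlphaScreen. Buffer was PBS pH 7.4 with 0.01% Tween-20. Incubations ran 30 min at room temperature, with 10 ug/mL donor/acceptor beads.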
Pin1 inh = inhibitors of human Pin1. Potency, µM (doses to about 115 µM), without a hit: at the top dose activity, negative = inhibition, most hits filed as inhibitors. Q13526. 390,000 compounds, 0.009% hits. AID 504891. Pin1 FP peptide displacement, HiFluor488, 10 min; active = well fitted inhibition curve with a large enough effect in the polarisation, with a control signal flat, not every such curve was filed as active; inconclusive = small, poorly fitted or top-dose-only effect, or effect the other way, or a change in a side signal; inactive = no such curve, though single readings can be large or run the other way; the % refers to the polarisation; also: % is scaled to controls: 0 for no effect and ±100 for the full control effect
Target sequence (Q13526 whole entry, looked up): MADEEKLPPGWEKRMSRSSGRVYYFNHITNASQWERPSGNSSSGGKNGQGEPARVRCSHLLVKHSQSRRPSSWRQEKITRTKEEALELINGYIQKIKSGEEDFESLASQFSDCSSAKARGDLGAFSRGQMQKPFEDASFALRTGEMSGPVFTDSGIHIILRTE
12-LOX inh = blocks human arachidonate 12S-lipoxygenase | P18054 | purified 12hLO, xylenol orange hydroperoxide absorbance | Potency, µM (doses to about 108 µM), without a hit: top-dose activity change, negative = inhibition, most hits filed as inhibitors | 580,000 compounds, 1.1% hits; also: % is scaled to controls: 0 for no effect and ±100 for the full control effect
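Hydroperoxide product was detected by ferrous iron/xylenol orange as the 573 to 405 nm absorbance ratio. Arachidonic acid at 40 uM (final) was turned over for 30 min at room temperature by 150 nM human 12hLO, pH 7.0 Hepes buffer, after 15 min compound preincubation.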
ERG Ets-DNA blk = ERG Ets/DNA interaction inhibition | Potency, µM (doses to about 76.9 µM), without a hit: at the highest dose FP activity, negative = inhibition, actives largely listed as inhibitors | fluorescence polarization, His-ERG Ets domain / labelled DNA | AID 624246 | 370,000 compounds, 0.028% hits; active = well fitted inhibition curve with a large enough effect in the polarisation, with a control signal flat; inconclusive = small, poorly fitted or top-dose-only effect, or effect the other way, or a change in a side signal; inactive = no such curve, though single readings can be large or run the other way; the % refers to the polarisation;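 also: polarization taken with two DNA probes labelled with fluorescein and Texas red; % of control where 0% means no effect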
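His-tagged ERG Ets domain (1 uM in the protein solution; 300mM KCl, 50mM Tris-HCl, 1mM EDTA, 1mM DTT, pH 7.5) received compound, then a probe mix of 5 nM fluorescein-DNA and 100nM Texas-615-DNA. Fluorescence polarization was read for both dyes.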
TrxR1 inh = blocks rat thioredoxin reductase 1; Potency, µM (series often up to 114 µM), for inactives: top-dose activity change, negative = inhibition, actives largely listed as inhibitors; 390,000 compounds, 1% hits; recombinant rTrxR1, NADPH fluorescence consumption, selenite substrate; AID 588453; O89049; also: % is scaled to controls: 0 for no effect and ±100 for the full control effect; nearly all actives have a fitted effect of over 65% in size
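Rat TrxR1 (90 nM in the dispensed reagent) was pre-reduced with 400 uM NADPH for 5 min at room temperature, then incubated with compound for 15 min. After 400 uM selenite was added, NADPH fluorescence (Ex 340/Em 450 nm) was followed for 8 min.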
JMJD2A Tudor = inhibitors of human JMJD2A Tudor domain; O75164; AlphaScreen JMJD2A-Tudor / H3K4me3 peptide binding; Potency, µM (doses to about 114 µM), for the others: at the top dose activity change, negative = inhibition, actives largely listed as inhibitors; 390,000 compounds, 4.4% hits; AID 504339; also: % is scaled to controls: 0 for no effect and ±100 for the full control effect; nearly all actives have a fitted effect of over 50% in size
PGK inhibitor = T. brucei PGK inhibition; P07378; PGK/GAPDH coupled, Kinase-Glo luminescence, 60 min; Potency, µM (series often up to 57.5 µM), for the others: at the highest dose activity change, negative = inhibition, hits mostly inhibitors; 380,000 compounds, 0.043% hits; also: % is scaled to controls: 0 for no effect and ±100 for the full control effect; nearly all actives have a fitted effect of over 60% in size
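Recombinant glycosomal PGK reaction used 1,3-bisphosphoglycerate generated in-well by GAPDH (100nM final) in 100mM TEA pH 7.6, 5mM MgCl2, 0.01% Tween-20. After 60 minutes at room temperature, ATP was read by Kinase-Glo Plus luminescence end-point.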
RGS4 inh = human RGS4 inhibition; 390,000 compounds, 0.039% hits; Potency, µM (titrated, usually from 114 µM), without a hit: at the top dose activity change, negative = inhibition, most hits filed as inhibitors; P49798; AID 504845; Transcreener GDP fluorescence polarization, RGS4-accelerated GTP hydrolysis; also: % is scaled to controls: 0 for no effect and ±100 for the full control effect; nearly all actives have a fitted effect of over 75% in size; some results filed as inactive show a strong effect at the top dose
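MLSMR compounds (23 nl, pin-transferred) preincubated 10 min at room temperature with a 500nM (2x) first reagent, then RGS4 at 900nM (2x) plus Transcreener GDP mix added; fluorescence polarization (620/688 nm) read before and after 90 min at 30 °C.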
* hit, by the source's call; i = inactive; u = inconclusive; x = no result given; & = joins results of further samples; [ ] = dose if it differs, or a comment. Unless noted, calls follow the shape of the dose curve; as a rule, active = well fitted curve in the direction sought with a large enough effect; inconclusive = small, poorly fitted or top-dose-only effect, or another doubt; inactive = no such curve, though single readings can be large; an effect the other way counts as inactive or inconclusive. Potency is read from the fitted curve at half-maximal effect. An excerpt (hit frequency here may not be typical).

SMILES	GLS inhibitor	HP1b chromo inh	Pin1 inh	12-LOX inh	ERG Ets-DNA blk	TrxR1 inh	JMJD2A Tudor	PGK inhibitor	RGS4 inh
CCCC[C@@H]1CNCCN1CC1(c2ccccc2)CC1	14.1%	12.3%	-11.5%	16.1%	-2.6%	15.7%	-8.3%	-4.8%	3.8%
CC(=O)c1ccc(OCCOc2ccc(Cl)c3cccnc23)cc1	-1.4%	28.4%	-2.1%	-0.7%	-1.5%	-7.4%	-7.7%	i	-1.3%
Cc1ccc(S(=O)(=O)N2CCCCC2)cc1NS(=O)(=O)c1ccc(Cl)c(C(=O)O)c1	19.4%	24.6%	-9.8%	-22.7%	7.4%	1.7%	-2.8%	6.9%	0.7%
COc1ccc(C)cc1NC(=O)c1cc2c(=O)n3ccccc3nc2n1C	-3.4%	17.5%	-9.2%	2.8%&0.6%	5.7%	29.5%[57.1 µM]	-1.4%	-10.6%	8.9%
CC(=O)NC(C)C(c1cccs1)N1CCN(c2ccccc2)CC1 (stereo unspecified)	34.0%[activator]	9.3%	2.7%	-4.0%	0.0%	22.7%	-18.7%	i	13.7%
O=C(CNC(=O)c1ccccc1)c1ccccc1	-0.4%	36.5%	-0.5%	-3.8%	4.6%	-3.2%	-22.8%	0.1%	4.4%
COc1cc2c(cc1OC)-c1cc(NCc3ccccn3)nc(=O)n1CC2	u	10.0%	-10.0%	7.94µM*	-3.9%	-33.6%	-24.0%[11.4 µM]	-3.5%	-2.6%[11.4 µM]
COCCOC(=O)C1=C(C)NC(=O)NC1C1CC=CCC1 (stereo unspecified)	-6.2%	25.5%	-8.8%	1.2%	x	13.1%	-25.1%	0.0%	-1.3%
COc1cc(O)oc1C=Nc1ccc(Cl)cc1Cl	-2.8%	44.4%[activator]	-3.1%	u	-1.1%	-22.1%	-17.4%	-4.8%	-3.7%
CCc1ccc(CNC(=O)c2cc3c(C)nc4ccccc4c3o2)cc1	-4.8%	17.0%	14.9%	3.9%	0.1%	5.1%[57.1 µM]	-18.3%	-1.2%	-18.4%
NS(=O)(=O)c1ccc(CNC(=O)c2cc(=O)[nH]c3ccccc23)cc1	8.2%	-3.8%	4.6%	-20.5%	-0.5%	21.7%	-7.0%	i	-3.0%
O=C(OCc1cc(=O)n2ccsc2n1)c1ccc(OC(F)F)cc1	4.2%	60.1%[activator]	0.2%	-4.7%	-0.7%	2.3%[57.1 µM]	6.9%	5.2%	-21.4%
COc1cc(-c2nnc(SCc3cc(=O)oc4cc(O)c(O)cc34)o2)cc(OC)c1OC	-24.3%	-44.6%	x	u	-9.0%	-13.0%	u	u	u
CCCOc1ccc(C(=O)Nc2c(C(=O)c3ccc(C)cc3)oc3ccccc23)cc1	-4.0%	61.0%[activator]	7.0%	-11.5%	3.1%	23.7%	31.6%	-8.0%	-10.4%
Cc1ccc(CNC(=S)NC2CCCCC2)cc1	-3.4%	26.1%	-6.8%	u	8.0%	7.6%	-8.2%	i	-20.6%

Continued; the last 4 above are carried over.
SMILES	GLS inhibitor	HP1b chromo inh	Pin1 inh	12-LOX inh	ERG Ets-DNA blk	TrxR1 inh	JMJD2A Tudor	PGK inhibitor	RGS4 inh
O=C(OCc1cc(=O)n2ccsc2n1)c1ccc(OC(F)F)cc1	4.2%	60.1%[activator]	0.2%	-4.7%	-0.7%	2.3%[57.1 µM]	6.9%	5.2%	-21.4%
COc1cc(-c2nnc(SCc3cc(=O)oc4cc(O)c(O)cc34)o2)cc(OC)c1OC	-24.3%	-44.6%	x	u	-9.0%	-13.0%	u	u	u
CCCOc1ccc(C(=O)Nc2c(C(=O)c3ccc(C)cc3)oc3ccccc23)cc1	-4.0%	61.0%[activator]	7.0%	-11.5%	3.1%	23.7%	31.6%	-8.0%	-10.4%
Cc1ccc(CNC(=S)NC2CCCCC2)cc1	-3.4%	26.1%	-6.8%	u	8.0%	7.6%	-8.2%	i	-20.6%
COc1ccc(CCCc2nnc(SCC(=O)Nc3nccs3)n2C)cc1C	-1.9%	35.9%	-4.8%	39.8%[activator]	-9.6%	9.5%	-10.0%	-6.2%	26.5%
CC(=O)O[C@H]1C(=O)[C@]2(C)[C@H]([C@H](OC(=O)c3ccccc3)[C@]3(O)C[C@H](OC(=O)[C@H](O)[C@@H](NC(=O)c4ccccc4)c4ccccc4)C(C)=C1C3(C)C)[C@]1(OC(C)=O)CO[C@@H]1C[C@@H]2O	-9.9%	30.0%	0.2%	4.6%	-0.2%	9.0%	-15.9%	-3.4%	2.1%
CCOC(=O)Nc1ccc2c(c1)N(C(=O)CCN(C)C)c1ccccc1S2	-5.7%	7.3%	0.0%	u	1.8%	-1.4%	-24.1%	0.8%	-38.7%
Cc1sc2nc(SCc3nnc(-c4cccs4)o3)n(C3CCCC3)c(=O)c2c1C	-4.3%	18.6%	14.8%	8.9%	-4.5%	-4.3%	-19.9%	3.4%	11.5%
COc1ccc(N2C(=O)CCC2(C#N)c2ccc(OC)cc2)cc1 (stereo unspecified)	-6.8%	29.8%	-6.8%	u	6.7%	-10.4%	-8.3%	-3.6%	28.8%
CCOC(=O)C(=Cc1ccc2c(c1)OCO2)c1ccccc1	-20.3%	59.7%[activator]	-0.1%	-2.6%	13.1%	-25.1%	75.9%[activator]	-9.4%	17.8%
CN(C(=O)c1coc(=O)c2ccccc12)c1ccccc1Cl	5.6%	20.6%	6.7%	-4.2%	-0.5%	18.1%	-21.9%	-3.8%	1.6%
Cc1ccc(C(C)NC(=O)/C(C#N)=C\c2c(C)[nH]c3ccccc23)cc1 (stereo unspecified)	3.3%	-29.5%	u	-23.8%	-4.0%	0.2%	u	-0.5%	u
NC(=O)c1cc(S(=O)(=O)NCc2ccccc2)cs1	-11.4%&-10.8%	34.0%&37.6%	4.0%&-6.8%	11.6%&-19.5%	4.1%&-6.2%	3.9%&3.3%	6.4%	6.1%&-3.8%	-12.4%&29.8%
Cc1nn(C(C)CC(=O)O)c(C)c1C (stereo unspecified)	-1.4%	11.9%	0.1%	18.1%	3.3%	16.0%	-8.0%	x	17.8%
Cc1c(NC(=S)NC(=O)Cc2ccccc2)cccc1C(=O)O	19.4%	3.6%	6.0%	-12.6%	-3.3%	8.2%[0.457 µM]	-3.8%	-4.5%	-27.4%
CC(=O)Nc1c(F)c(F)c(F)c(F)c1F	-4.2%	91.7%[activator]	1.6%	1.3%	-0.4%	-8.9%	-11.4%	i	-5.9%
CCC(C(=O)Nc1ccc(C(=O)O)cc1NC(=O)C(CC)c1ccccc1)c1ccccc1 (stereo unspecified)	1.8%	17.0%	-19.3%	0.0%	-2.5%	-15.1%	-13.3%	-4.3%	29.1%
Cc1nc(/C=C/c2ccccc2)cc(/C=C/c2ccccc2)n1	12.1%	54.7%[activator]	u	0.0%	-5.5%	13.4%	22.3%	0.1%	-2.7%
Cc1ccc(NC(=S)Nc2ccc3cn[nH]c3c2)cc1	-5.0%	5.5%	-5.8%	-24.6%	-3.2%	-25.3%	-16.4%	-4.8%	-35.8%
CCOC(=O)c1oc2nc3c(cc2c1N)COC(C)(C)C3	3.8%	39.5%	-0.2%	u	-23.2%	32.1%	-10.8%	-4.3%	-11.3%
O=C(/C=N/O)Nc1cccnc1	16.3%	43.3%[activator]	3.5%	u	5.0%	17.7%[57.1 µM]	-5.5%[57.1 µM]	-3.9%	12.5%[11.4 µM]
CS(=O)(=O)N1CCN(c2ccc([N+](=O)[O-])c(NCc3ccc(Cl)cc3)c2)CC1	12.0%	8.4%	142.5%[activator]	u	-6.4%	-4.8%	89.1µM*	-7.4%	u
CCOC(=O)C1CCCN(CC(O)COc2cccc(C)c2)C1 (stereo unspecified)	5.0%	35.3%	-0.2%	-17.8%	2.9%	16.7%	-15.6%[57.1 µM]	-3.2%	-6.1%
CCn1cc(C(=O)O)c(=O)c2cc(OC)ccc21	-19.7%	-6.9%	-6.3%	u	-1.0%	1.9%	8.91µM*	-5.7%	-0.5%
CCc1nnc(NCC(=O)N2CCc3ccccc32)s1	13.2%	-7.9%	10.1%	0.8%	-10.7%	5.1%[57.1 µM]	14.4%[11.4 µM]	i	-12.0%[11.4 µM]
COc1ccc(Cc2nnc(NC(=O)c3ccco3)s2)cc1	2.2%	20.5%	-7.6%	-17.4%	8.9%	0.5%	-1.4%	i	-41.4%
O=C(NCCc1ccccc1)c1nn(-c2ccc(F)cc2)nc1CO	1.3%	45.5%[activator]	-5.7%	-0.9%	0.8%	34.7%[activator]	-29.2%	-1.8%	-15.9%
O=C(O)CCc1ccc(S(=O)(=O)Nc2ccc(OCc3ccccc3)cc2)cc1	u	10.4%	u	0.0%	1.6%	6.4%	-24.3%	u	0.8%
O=S(=O)(CCN1CCCCC1)Oc1ccc(Cl)cc1Cl	-3.4%	57.6%[activator]	-1.4%	-23.8%	-4.6%	0.891µM*	-11.3%	-3.9%	-16.9%

Compound activity (PubChem BioAssay)
